NCI-60 one-dose screen, 48 h, at 10 µM unless noted. Numbers give growth in % (100 = growth as untreated, 0 = no growth, -100 = all killed).
MDA-MB-231 – MDA-MB-231 breast cancer; 81,000 compounds, 5% hits; AID 1794789
MCF7 – MCF7 breast cancer. 82,000 compounds, 6.3% hits
BT-549 – BT-549 breast cancer | 78,000 compounds, 4.4% hits | AID 1794793
HS 578T – HS 578T breast cancer. 78,000 compounds, 4.1% hits. AID 1794788
SR – SR leukemia cells; 73,000 compounds, 8.7% hits; AID 1794780
K-562 – K-562 leukemia. 78,000 compounds, 7.4% hits
T-47D – T-47D breast cancer | 79,000 compounds, 5% hits | AID 1794792
MDA-MB-468 – MDA-MB-468 breast cancer; 78,000 compounds, 8.5% hits; AID 2202374
Active calls of the source: *; · = not tested or not shown; [ ] = remark or other dose. Rule for the calls: active = growth percent below 10; inactive = the rest. Compounds were not picked by outcome, and some 13% of all compounds hit somewhere here.

Start of the listing, in advance, five compounds:
SMILES	MDA-MB-231	MCF7	BT-549	HS 578T	SR	K-562	T-47D	MDA-MB-468
COc1cc2ncnc(Nc3cc(C)[nH]n3)c2cc1OC	108.2	102.6	110.2	109.5	107.8	101.9	72.9	62.2
Cc1ccc(-c2nnc3c4ccccc4c(C)nn23)cc1S(N)(=O)=O	64.0	59.6	85.5	105.3	106.9	109.4	70.5	27.3
CCCCOc1ccc(S(=O)(=O)N2CCN(c3nc4ccccc4c(=O)[nH]3)CC2)cc1	·	94.6	105.1	·	80.3	94.0	98.4	99.1
Nc1nc(N)nc(SCC(=O)O)n1	113.6	105.4	120.2	127.3	146.5	107.2	102.4	·
CN1CCN(CCC(=O)Nc2cccc(-n3cc(-c4ccncc4)c(-c4ccc(Cl)c(O)c4)n3)c2)CC1	-72.0*	13.9	56.5	43.1	5.5*	12.8	62.9	12.7

The listing, previewed entries included:
SMILES	MDA-MB-231	MCF7	BT-549	HS 578T	SR	K-562	T-47D	MDA-MB-468
COc1cc2ncnc(Nc3cc(C)[nH]n3)c2cc1OC	108.2	102.6	110.2	109.5	107.8	101.9	72.9	62.2
Cc1ccc(-c2nnc3c4ccccc4c(C)nn23)cc1S(N)(=O)=O	64.0	59.6	85.5	105.3	106.9	109.4	70.5	27.3
CCCCOc1ccc(S(=O)(=O)N2CCN(c3nc4ccccc4c(=O)[nH]3)CC2)cc1	·	94.6	105.1	·	80.3	94.0	98.4	99.1
Nc1nc(N)nc(SCC(=O)O)n1	113.6	105.4	120.2	127.3	146.5	107.2	102.4	·
CN1CCN(CCC(=O)Nc2cccc(-n3cc(-c4ccncc4)c(-c4ccc(Cl)c(O)c4)n3)c2)CC1	-72.0*	13.9	56.5	43.1	5.5*	12.8	62.9	12.7
CNC(=O)NC(N)=O	117.7	98.4	·	126.9	110.4	78.2	105.8	84.2
N#CN1CC[C@H](C(=O)Nc2ncc(-c3ccncc3)s2)C1	2.2*	3.0*	-14.7*	2.5*	1.5*	3.9*	-23.4*	-35.7*
C=C(C)CS(=O)(=O)O	125.7	100.2	99.0	108.4	83.8	105.5	98.6	102.9
O=[N+]([O-])c1cc(Cl)c2cccnc2c1O	95.9	98.8	83.4	92.3	85.3	92.7	100.9	105.8
CCCCCCCCCOC(=O)CCCCC(=O)OCCCCCCCCC	116.7	99.7	119.1	106.9	100.0	97.3	97.9	110.7
O=C1CCC2=C3C4CCCC5OC6CC(=O)CCC6=C(C6CCCC(OC2C1)C36)C54 (configuration not stated)	79.8	83.0	91.2	105.7	39.5	80.2	117.6	84.3
CCOC(=O)/C(=C(/C)NCC(C)C)c1cc(O)c(O)c2c(C)cc(=O)[nH]c12	61.3	29.4	63.0	79.5	18.4	24.5	34.7	·
COc1cc(/C=N/NC(=O)CN2c3ccccc3Sc3ccccc32)cc(OC)c1OC	85.8	83.9	112.4	94.8	64.5	93.7	96.3	·
CN(C)c1ccccc1Br	113.3	93.9	95.8	99.2	104.6	95.9	107.8	101.4
O=C1OC(c2ccccc2)=N/C1=C\c1ccc([N+](=O)[O-])cc1	94.1	103.0	101.3	82.6	97.3	112.4	106.4	94.6
CC(=O)c1c[nH]c2ccc(-c3ccnc(Nc4ccc(NC(=O)C5CCCC5)c(CN5CCOCC5)c4)n3)cc12	-8.4*	-38.1*	-7.2*	-27.7*	3.6*	5.7*	-0.2*	-53.9*
COc1cc(CNC(=O)/C=C/c2ccc3c(c2)OCO3)ccc1OCc1cn(-c2ccccc2[N+](=O)[O-])nn1	·	87.5	79.0	·	93.1	89.5	83.7	88.2
CCOC(=O)CC(O)(CC(=O)OCC)C(=O)OCC	108.3	99.4	99.5	106.3	94.1	99.9	90.1	114.7
O=C1C=C(C(Cl)(Cl)Cl)OC(=O)C1	84.6	86.0	113.4	106.2	83.4	79.9	·	81.4
CCOC(=O)Nc1ccccc1F	107.8	89.9	99.2	109.2	117.7	122.9	99.8	90.0
Clc1ccccc1/C=N\N=C(N/N=C\c1ccccc1Cl)N/N=C/c1ccccc1Cl	86.1	67.9	103.8	96.5	·	·	74.9	·
CNC1=C([N+](=O)[O-])C(c2cc(OC)c(OC)c(OC)c2)C(C#N)=C(c2ccc[nH]2)O1 (configuration not stated)	102.4	90.5	96.1	96.4	94.6	92.4	95.4	100.0
CCN(CC)CCOC(=O)N1c2ccccc2Sc2ccccc21	81.9	99.5	92.1	91.7	98.6	90.7	94.0	96.3
O=C(O)c1ccc(-n2cc(/C=N/Nc3cccc(F)c3)c(-c3ccc(F)cc3F)n2)cc1	54.5	68.8	82.6	69.9	80.9	67.4	61.6	109.3
O=C1OC(c2nc3ccccc3s2)=C/C1=C\c1cccc(O)c1	79.7	72.8	108.9	83.8	23.8	98.5	90.5	97.9

New compounds follow
SMILES	MDA-MB-231	MCF7	BT-549	HS 578T	SR	K-562	T-47D	MDA-MB-468
c1ccc(Cn2c3cc4ccccc4nc3c3cccnc32)cc1	81.0	89.4	106.4	100.8	103.2	94.9	86.5	107.1
C[C@@H](C[C@H](CCO)c1ccoc1)c1ccc2ccccc2c1	105.2	108.0	105.7	105.6	75.3	74.5	81.5	96.2
Nc1nc(-c2ccccc2)cc(=O)[nH]1	98.2	94.9	·	·	76.2	96.7	97.7	118.4
O=c1[nH]cc(C(F)(F)F)c(=O)[nH]1	105.7	102.2	101.3	102.4	107.7	99.4	91.0	101.1
CN1CCc2c(c3ccccc3c3ccccc23)C1	59.6	26.4	94.7	82.4	20.5	27.1	55.5	30.7
CC(=O)Nc1c(C)nc(N)[nH]c1=O	103.7	110.0	·	120.4	·	90.9	101.6	·
Nc1c(C(=O)Nc2ccccc2C(F)(F)F)sc2nc3c(cc12)CCCC3	79.8	85.7	101.5	93.5	76.1	80.0	74.1	93.5
Cc1nc2c(N)n[nH]c(=O)n2n1	105.4[100 µM]	95.7[100 µM]	118.7[100 µM]	102.3[100 µM]	100.2[100 µM]	95.8[100 µM]	102.3[100 µM]	101.2[100 µM]
COC(=O)Cc1[nH]c(=O)[nH]c1C(=O)OC	97.9	96.7	121.1	129.1	·	112.0	95.4	125.4
CC(=O)c1cc[n+](C)cc1	105.7	92.5	99.5	92.2	121.0	111.6	106.2	94.6
CCOc1ccc2nc(NC(=O)Nc3ccccc3C)sc2c1	71.2	27.7	53.8	50.5	24.3	14.6	47.7	20.4
Cc1cc(CSC(=N)N)c(C)cc1CSC(=N)N	118.0	88.5	100.7	104.0	89.4	93.4	95.0	·
c1ccc(CCNc2ccc3c(c2)Cc2ccccc2-3)nc1	83.1	72.4	96.7	88.2	·	51.8	90.8	99.8
Nc1ccc(N=Nc2ccc(/C=C/c3ccc(N=Nc4ccc(N)c5ccccc45)cc3S(=O)(=O)O)c(S(=O)(=O)O)c2)c2ccccc12	73.3	83.4	109.6	114.1	97.4	111.1	73.6	110.8
C/C(=N\N=C1/NC(=O)CS1)c1nnn(-c2ccc([N+](=O)[O-])cc2)c1C	93.3	86.6	123.8	86.8	99.3	100.1	105.2	127.5
CCC(CO)(CO)CO	100.3	87.6	108.3	103.5	90.4	97.2	96.1	101.7
O=C(O)c1ccc(-n2cc(CNc3ccccc3)c(-c3ccc(C(F)(F)F)cc3)n2)cc1	97.7	75.3	99.9	93.7	111.4	58.3	81.5	107.2
Cc1c(O)c(O)cc2c3c(oc12)CC(c1ccc(Cl)cc1)CC3=O (configuration not stated)	63.5	60.8	87.1	93.4	60.6	79.1	63.5	75.6
CCNc1nc(Cl)nc(-c2cn(-c3ccccc3)c3ccccc23)n1	109.3	61.9	·	98.9	116.2	93.8	83.8	93.9
CN(C)CCCn1c2c(c3cnccc3c1=O)C(=O)c1ccccc1-2	0.2*	-4.0*	6.9*	20.3	-8.6*	3.2*	-5.3*	-1.6*
O=c1[nH]c(=S)c2c(n1CCCO)CCC2	102.0	96.5	106.7	99.8	97.0	93.4	·	106.3
Nc1c(C(=O)Nc2ccnc3ccccc23)sc2nc3c(cc12)C(=O)CCC3	93.7	89.3	90.8	105.8	78.9	53.9	60.8	84.5
COc1ncnc2c(CN3CCN(Cc4ccccc4)CC3)c[nH]c12	110.2	93.7	102.6	100.1	93.9	96.7	112.4	96.2
CCOC(=O)c1ccc2n1CCCc1cnc(NC3CCCCC3)nc1-2	84.2	93.9	90.8	99.6	71.4	74.1	·	71.4
C[C@@H]1C[C@H]2C(=O)O[C@@H](C)[C@H](NC(=O)[C@H](Cc3cc(F)cc(F)c3)NC(=O)Nc3ccc(C4CC4)cc3F)C(=O)N3CCC[C@H]3C(=O)N3CCCC[C@H]3C(=O)N[C@@H](C)C(=O)N2C1	-14.4*	12.7	-1.8*	18.1	27.8	17.5	5.4*	-16.1*

Entries of single compounds, looked up by structure. Order of values: MDA-MB-231 | MCF7 | BT-549 | HS 578T | SR | K-562 | T-47D | MDA-MB-468
O=C1CCC2=C3C4CCCC5OC6CC(=O)CCC6=C(C6CCCC(OC2C1)C36)C54 (configuration not stated) is listed as 79.8 | 83.0 | 91.2 | 105.7 | 39.5 | 80.2 | 117.6 | 84.3
Clc1ccccc1/C=N\N=C(N/N=C\c1ccccc1Cl)N/N=C/c1ccccc1Cl is listed as 86.1 | 67.9 | 103.8 | 96.5 | · | · | 74.9 | ·

Next part.
SMILES	MDA-MB-231	MCF7	BT-549	HS 578T	SR	K-562	T-47D	MDA-MB-468
O=Cc1ccc(OC2OC(CO)C(O)C(O)C2O)cc1 (configuration not stated)	108.4	99.7	113.2	111.1	100.7	98.1	102.5	103.2
COc1cc(/C=C2\CCCC3=C2NC(N)=NC3c2cc(OC)c(OC)c(OC)c2)cc(OC)c1OC (configuration not stated)	28.9	43.0	-38.7*	37.0	1.1*	6.4*	27.5	-70.9*
O=[N+]([O-])c1cc(C2CCCCC2)c(O)c([N+](=O)[O-])c1	100.8	89.0	105.7	103.5	98.2	87.4	89.5	·
COc1cc(C2=C(CN)C(O)n3c(-c4ccccc4)cnc3N2)cc(OC)c1OC (configuration not stated)	88.2	87.3	89.5	89.8	73.0	85.8	78.1	111.3
Brc1ccc2ncc3ccccc3c2c1	104.9	102.2	79.5	100.5	·	93.7	86.9	·
O=C(CCc1nnc2sc(-c3ccc(Cl)cc3Cl)nn12)c1nc2ccccc2[nH]1	-54.2*	-40.7*	-28.2*	·	·	·	-68.4*	-56.2*
Cc1cc(O)cc(-c2c(-c3ccnc(-c4cccnc4)c3)cnn2C)c1	60.2	43.5	75.1	58.9	42.2	57.8	29.3	48.1
N#CC12CC(O)(CC(c3ccccc3)C1(C#N)C#N)NC2=O (configuration not stated)	107.0	95.5	96.3	106.6	96.9	89.6	102.3	103.4
CCOc1ccc(/C=C2\CCc3ccccc3C2=O)cc1	106.7	100.8	117.7	159.6	69.6	91.5	87.0	75.4
Cn1cnc([N+](=O)[O-])c1Sc1ccncn1	94.6	86.3	99.8	101.6	96.2	101.9	88.2	91.1
FC(F)(F)c1ccc(-c2cnc(-n3cc(COCCN4CCCCC4)nn3)nc2NC2CCCCCC2)cc1	11.1	-1.4*	68.1	61.3	-37.4*	-48.4*	30.5	16.1
O=C(O)c1ccc(-n2cc(CNc3ccc(F)cc3)c(-c3ccc(F)c(F)c3)n2)cc1	93.4	80.9	99.1	89.3	·	·	92.5	101.4
CC(=O)C(CCCN(C)C)(c1ccccc1)c1ccccc1	96.7	97.9	97.1	98.9	90.9	99.6	90.2	111.0
CS(=O)(=O)c1ccc(-c2nc3ccccn3c2/C=N/N=C(N)N)cc1	102.4	96.3	104.4	102.2	93.4	93.5	86.4	91.2
COc1ccc(-c2cc(C(=O)N3CCOCC3)on2)cc1OC1CCCC1	106.9	89.7	97.6	108.4	92.2	107.1	·	115.0
COc1ccc2nc(-c3ccc(Cl)cc3)cc(-c3nnc(SCC(=O)c4ccccc4)n3-c3ccccc3)c2c1	106.0	93.3	85.8	105.2	107.7	106.0	91.8	97.1
CCOC(=O)c1ccc2c(c1)nc(-c1ccc(Cl)cc1)n2-c1cc(C(C)(C)C)[nH]n1	54.1	9.4*	16.8	53.9	-22.3*	·	49.3	18.7
NS(=O)(=O)c1ccc(Nc2nc(N=Nc3c(O)[nH]c4ccc(Cl)cc34)nc(Nc3ccccc3)n2)cc1	108.4	71.5	114.4	99.0	86.2	82.6	64.2	71.3
Cc1ccc2nc(-[n+]3cc4ccccc4cc3C)ccc2c1	54.8	20.3	0.0*	67.3	33.2	39.1	15.3	-14.5*
CCCCCCCn1cc2c(Nc3cccc(Br)c3)ncnc2n1	102.1	92.5	108.3	101.1	80.9	82.4	102.0	117.2
O=c1[nH]c2nc(-c3ccc(Cl)cc3)cc(-c3ccc(Cl)cc3)c2s1	97.4	71.5	105.8	88.5	81.9	70.0	38.2	79.6
COc1cc2cc(Sc3ccc(NC(=O)c4ccc5c(c4)OCCO5)cc3)c(C)nc2cc1OC	99.7	101.3	127.6	101.0	77.4	86.2	104.2	101.7
c1ccc(CNc2ncnc3nc[nH]c23)cc1	97.6	101.7	106.3	104.6	101.4	97.8	97.4	103.3
C/C(=C\CCc1ccoc1)CC/C=C(\C)CCCN1CCN(CCO)CC1	81.9	87.0	87.4	94.4	83.5	69.5	90.2	96.8
CCCCNC(=S)NNC(=O)c1ccc(OCc2nc3ccc(C)cc3[nH]2)cc1	109.7	92.2	115.1	99.6	93.3	98.7	101.0	103.1
COc1cccc(N(C(C)=O)c2nc(OC(C)=O)cs2)c1	99.9	90.6	106.6	96.4	108.2	99.5	97.1	94.5
COc1cccc(N=Nc2c(O)n(-c3ccc(Cl)cc3)n(-c3ccc(Cl)cc3)c2=O)c1OC	86.9	60.3	102.2	104.3	105.4	89.7	56.4	79.8
CCOC(=O)CCC(=O)Oc1ccc2c(c1)C(=O)c1ccc(OC(=O)CCC(=O)OCC)cc1C2=O	102.8	117.2	98.1	100.8	133.5	·	101.7	103.4

Screening results (PubChem)
